High-throughput results: PubChem BioAssay, several laboratories
BoNT F protease: BoNT/F light chain protease inhibitors, primary screen, biochemical, flow cytometry, MLPCN library. Multiplex microsphere protease cleavage assay. Botulinum neurotoxin type F light chain protease (Clostridium botulinum). inhibition, % at 10 µM. 0.22% of 360,000 active; in the data active means inhibition above about 35%, passing the limit was not always enough; inconclusive means no clear call, values can overlap the other calls; further: plate controls were buffer without enzyme for full effect and enzyme alone for no effect
MazEF act: activators of E. coli MazEF toxin-antitoxin RNase, primary screen, biochemical, fluorescence, uHTS. 0.32% of 350,000 active. AID 504720, 2011. activation, % at 20 µM. Endoribonuclease toxin MazF (Escherichia coli (strain K12)), P0AE70. FAM/BHQ RNA-DNA oligo cleavage fluorescence, 5 h; in the data active means activation above about 50%
Target sequence (P0AE70 whole entry, looked up): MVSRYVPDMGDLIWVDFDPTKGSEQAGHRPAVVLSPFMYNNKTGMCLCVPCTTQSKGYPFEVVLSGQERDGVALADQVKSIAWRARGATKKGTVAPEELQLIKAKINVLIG
Mtb FBA inh: Mtb FBA enzyme inhibitors, primary screen, biochemical, fluorescence, strain H37Rv; AID 588726, 2011; purified M. tuberculosis FBA, fluorescence read-out; inhibition, % at 1 µM; 2.3% of 360,000 active; Fructose-bisphosphate aldolase (Mycobacterium tuberculosis (strain ATCC 25618 / H37Rv)), …; in the data active means inhibition above about 27%;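 further: 0% = vehicle and 100% = reference inhibitor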
BioA inh: M. tuberculosis BioA enzyme inhibitors, primary screen, biochemical, plate reader, single point, HTS; 0.096% of 360,000 active; purified M. tuberculosis BioA enzyme; inhibition, % at 9.99 µM; in the data active means inhibition above about 40%; inconclusive means no clear call, values can overlap the other calls
PrPC TRFRET: inhibitors of human cell surface prion protein PrPC, primary screen, cell-based, TR-FRET; inhibition, % at 13.8 µM; TR-FRET read-out; 0.43% of 370,000 active; Major prion protein (Homo sapiens), P04156; in the data active means inhibition above about 24%; further: 0% = median of the test wells and 100% = reference compound wells
Mtb UGM inh: M. tuberculosis UGM enzyme inhibitors, primary screen, biochemical, fluorescence polarization, single point. 0.06% of 320,000 active. inhibition, % at 10 µM. UDP-galactopyranose mutase (Mycobacterium tuberculosis (strain ATCC 25618 / H37Rv)), …. purified UGM, fluorescence polarization probe displacement; in the data active means inhibition above about 10%, passing the limit was not always enough; inconclusive means no clear call, values can overlap the other calls
Target sequence (P9WIQ1 whole entry, looked up): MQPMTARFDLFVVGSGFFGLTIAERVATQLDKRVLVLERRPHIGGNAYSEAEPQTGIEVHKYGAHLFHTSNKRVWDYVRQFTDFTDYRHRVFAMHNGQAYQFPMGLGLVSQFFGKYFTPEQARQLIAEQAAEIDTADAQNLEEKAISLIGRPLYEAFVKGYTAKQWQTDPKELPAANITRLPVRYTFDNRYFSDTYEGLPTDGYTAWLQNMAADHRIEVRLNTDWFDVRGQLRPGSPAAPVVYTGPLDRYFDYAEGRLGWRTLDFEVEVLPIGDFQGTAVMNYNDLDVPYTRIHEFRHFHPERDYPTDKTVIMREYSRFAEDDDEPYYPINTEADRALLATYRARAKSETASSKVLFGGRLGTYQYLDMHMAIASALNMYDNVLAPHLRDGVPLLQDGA
Rv3671c protease: Rv3671c serine protease inhibitors, primary screen, biochemical, fluorescence polarization, M. tuberculosis H37Rv; P9WHR9; inhibition, % at 5.96 µM; 0.048% of 320,000 active; in the data active means inhibition above about 38%;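 further: extracellular domain of Rv3671c used as enzyme; 0% = enzyme with DMSO and 100% = no enzyme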
Target sequence (P9WHR9 whole entry, looked up, the tested form may be a part): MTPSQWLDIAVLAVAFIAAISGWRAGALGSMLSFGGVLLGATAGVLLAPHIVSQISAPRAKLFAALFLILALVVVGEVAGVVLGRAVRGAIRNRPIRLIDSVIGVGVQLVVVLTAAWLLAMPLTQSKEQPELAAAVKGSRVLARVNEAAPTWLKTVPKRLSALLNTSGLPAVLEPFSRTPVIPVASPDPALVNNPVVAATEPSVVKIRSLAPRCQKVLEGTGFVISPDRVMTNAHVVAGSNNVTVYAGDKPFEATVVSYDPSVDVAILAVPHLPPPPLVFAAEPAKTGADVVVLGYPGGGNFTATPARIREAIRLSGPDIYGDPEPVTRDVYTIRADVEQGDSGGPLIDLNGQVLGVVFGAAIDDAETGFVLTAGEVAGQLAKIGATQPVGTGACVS
FadD28 FP inh: inhibitors of FadD28 bisubstrate probe binding, primary screen, biochemical, fluorescence polarization, single point. AID 588549, 2011. Mycobacterium tuberculosis FadD28 fatty-acid-AMP ligase. 0.22% of 360,000 active. inhibition, % at 12.5 µM; in the data active means inhibition above about 8.5%, passing the limit was not always enough; inconclusive means no clear call, values can overlap the other calls
GDH-TPI inh: GDH-TPI coupling enzyme inhibitors, primary screen, artefact control for M. tuberculosis FBA inhibitor project, biochemical, absorbance, full deck | inhibition, % at 4.8 µM | 1.2% of 360,000 active | AID 588335, 2011 | GDH-TPI coupled enzyme counterscreen, NADH absorbance; in the data active means inhibition above about 30%;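 further: 0% = DMSO wells and 100% = wells lacking the enzyme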
* = called active by the depositor; ? = inconclusive; / = no result given; & = joins results of further samples.

SMILES	BoNT F protease	MazEF act	Mtb FBA inh	BioA inh	PrPC TRFRET	Mtb UGM inh	Rv3671c protease	FadD28 FP inh	GDH-TPI inh
CCc1ccc(N(C(=O)CNC(=O)c2ccco2)C(C(=O)NC2CCCC2)c2cccnc2)cc1 (stereo not given)	-17	12	-3	/	-13	0.7	-3	-3.6	-7
Cn1c(=O)c2c(SCc3ccccn3)nc(CC(C)(C)C)nc2n(C)c1=O	1	9	-3	-0.1	-1	0.9	3	-9.6	0
Cc1ccc(S(=O)(=O)NCC(C)n2cncn2)cc1C (stereo not given)	-2	5	3	-0.5	-2	0.8	-6	-2.1	-12
COC(=O)c1ccc(N2C(=O)CC(N(C)Cc3ccccc3)C2=O)cc1 (stereo not given)	-8	6	1	-0.6	-1	-0.9	-9	-1.0	3
NNC(=O)c1cccc(COc2ccc3c(c2)CCC3)c1	-10	-7	0	/	0	-0.9	-20	-2.8	0
Fc1ccc(C2CCCN2Cc2nc(CC3CC3)no2)cc1 (stereo not given)	-8	5	3	-2.3	16	4.1	4	-3.2	-6
CCOC(=O)C(=O)N1CCC(C(=O)OCC)CC1	8	-3	-2	0.0	1	1.1	-4	-3.1	6
CC(NC(=O)C1CCC(CNS(=O)(=O)c2ccc3c(c2)C(C)(C)C(=O)N3C)CC1)c1ccccc1 (stereo not given)	-12	0	-2	-0.5	-12	2.4	4	-1.7	3
COCC(=O)Nc1cc(C)cn(Cc2ccc(F)cc2)c1=O	?	6	2	0.9	-4	0.7	5	-1.2	18
O=[N+]([O-])c1cc([N+](=O)[O-])c(Oc2c(Cl)cccc2Cl)cc1NN1CCCCC1	-7	-4	-1	0.9	-6	-1.7	-7	0.0	11
O=S1(=O)C=C(SCc2ccc(Cl)c(Cl)c2)Nc2ccccc21	-2	-3	2	8.3	17	0.8	-20	-13	2
CCN(CC)C(=O)C1=C(C)N(Cc2ccc(F)cc2)C(=O)C(CC(=O)NCc2ccco2)C1 (stereo not given)	3	8	2	-1.1	2	/	/	-1.3	12
COP(=O)(CN(Cc1ccccc1)C(=S)Nc1c(C)cccc1C)OC	-4	-19	-2	/	-5	1.6	6	-2.4	0
COc1ccc(N2CCCn3c2nc2c3c(=O)n(CCc3ccccc3)c(=O)n2C)cc1	/	-1	4	-0.1	-5	-0.5	-10	-0.6	0
O=C(CN1CCN(C(=O)CNC(=O)c2ccc(-c3ccccc3)cc2)CC1)Nc1ccccc1Cl	1	-1	6	0.5	-9	/	/	-2.4	12
O=C(Oc1ccc(C(=S)N2CCOCC2)cc1Br)c1cc(Cl)ccc1Cl	0	-2	1	-1.2	-1	-2.5	0	-1.1	15
COc1ccc(OC)c(-c2cc(C(=O)N/N=C/c3ccc(F)cc3)c3ccccc3n2)c1	-6	1	0	-1.2	-6	-2.9	-27	-0.8	8
COc1ccc(C2CC(c3ccccc3)=NN2C(=O)CSc2ncn[nH]2)cc1 (stereo not given)	-18	2	1	/	-5	-0.4	7	-2.8	-6
CN(C)c1ccc(C2N(c3ccc(Cl)cc3)C(=O)C3CCCN32)cc1 (stereo not given)	-10	9	3	-1.1	3	0.8	-5	-1.9	29
O=C(CN1CCN(CC(=O)c2ccc(F)cc2)CC1)Nc1ccccc1Cl	?	1	-1	2.1	-4	-0.7	1	-4.5	3
O=C(N/N=C\C=C\c1ccco1)c1cncc(Br)c1	?	10	-2	-1.1	2	-0.1	6	-1.7	34*
CNC(=O)c1c[nH]c2ccc(S(=O)(=O)Nc3cccc(SC)c3)cc2c1=O	8	2	1	-2.8	-1	0.6	/	-1.7	1
CCOC(=O)c1cccc(C(=O)Oc2ccccc2)n1	-2	2	-7	-0.4	10	1.1	-5	-3.3	4
CCCCCCCCCCS(=O)(=O)N/N=C/c1ccccc1OC	-4	3	4	2.3	-6	1.3	-19	0.8	1
CN1CCC(N(C)C(=O)/C=C/c2cn(-c3ccccc3)nc2-c2cccs2)CC1	-10	24	15	/	-19	-3.6	-4	-9.5	3
O=[N+]([O-])c1cc(Cl)ccc1NCCc1ccccn1	9	10	-8	/	-16	1.1	6	/	-6
COc1cccc(CNC(=O)CCC(=O)N2CCSc3ccccc32)c1OC	-13	4	2	0.0	-2	-0.7	4	1.2	-11
O=C(c1ccccc1Cl)N(Cc1ccc(Br)cc1)N1C(=O)CCC1=O	-3	-3	1	/	6	1.1	-5	-1.7	16
COc1cccc(-c2sc3ccc(OC)cc3c2-c2ccc(O)cc2)c1	1	-3	3	-1.5	6	0.7	-9	-3.5	15
COC(=O)Cc1nc2c(N)nc(N)nc2[nH]c1=O	2	-7	159*	-2.3	5	/	/	-1.0	8
O=C(Nc1ccc(Nc2ccccc2)cc1)C(Cl)(Cl)Cl	-11	-2	0	/	6	0.7	0	3.3	3
Cc1ccc2nc(-c3ccccn3)c(NC3CCCC3)n2c1	-5	1	5	1.0	3	-4.1	7	0.0	7
CC(Oc1ccccc1)C(=O)OCC(=O)NC(=O)NCc1ccco1 (stereo not given)	-5	-3	-2	0.1	-3	1.8	-1	-2.3	-3
Cc1ccc(-c2noc(CN(C(=O)CCCN3C(=O)c4ccccc4C3=O)C(C)C)n2)cc1	-14	-1	2	-1.9	-6	1.0	-4	-2.0	9
Cc1cc(C(=O)OCC(=O)N2CC(=O)Nc3ccccc32)c(C)n1-c1ccc(F)cc1	-2	-4	2	-2.9	1	0.2	-1	-1.5	8
COc1ccc(Br)cc1CN1CCN(S(=O)(=O)Cc2ccccc2)CC1	2	6	7	0.4	2	2.6	-6	0.0	6
COCC1CCN(C(=O)CCc2nnc(C3(c4ccc(Cl)cc4)CCC3)o2)CC1	-14	-1	2	1.6	4	1.8	0	-0.5	10
CC(C)C[C@@]12C(=O)N(c3cccc(Cl)c3)C(=O)N1[C@H](c1ccc(F)cc1)[C@@H]1C(=O)N(C3CCCCC3)C(=O)[C@@H]12	3	1	3	-0.4	-7	-4.1	-4	-2.6	10
Cc1nc(NC(=O)c2cccs2)ccc1Br	-5	0	1	/	-4	-1.8	-2	-1.9	3
O=C(CN1C(=O)NC(CCc2ccccc2)C1=O)Nc1cccc(Br)c1 (stereo not given)	7	2	0	-1.2	6	0.4	1	6.0	-4
Cc1cn(C(=O)c2ccccc2)c(=S)n1-c1ccc(Br)cc1	-6	-2	4	0.9	-2	-4.6	-7	-4.5	23
Cc1cc(C)cc(C(=O)N2CCC(CCC(=O)NC3CC3)CC2)c1	-8	6	2	-0.6	2	2.5	8	0.2	0
CC/C(=C\c1oc2cc3ccccc3cc2[n+]1CC)Nc1ccccc1	9	-14	1	-1.0	-3	-1.9	0	-1.8	10
COC(=O)c1sccc1NC(=O)CC1C(=O)NCCN1C(=O)c1ccc(N(C)C)cc1 (stereo not given)	-5	6	0	0.0	-1	3.0	0	-2.9	10
O=C(Cn1cc(SCc2cccc(Cl)c2)c2ccccc21)N1CCOCC1	1	4	-2	-1.7	7	1.3	1	-8.0	-7
Cc1cc(C(=O)NCC(=O)OCC(=O)N(C2CCCCC2)C2CCCCC2)ccc1[N+](=O)[O-]	0	-4	-4	/	-1	0.8	3	-2.3	16
C#CC(=O)CCC1CCCN1C(=O)OC(C)(C)C (stereo not given)	-9	-18	0	-2.3	-1	4.7	3	-0.8	-5
O=C(Nc1ccc(NC(=O)c2ccccn2)cc1)C(=O)Nc1ccc2c(c1)OCCO2	0	-62	-1	-0.9	-4	1.8	-7	-4.5	-6
CCOC(=O)C1CCN(C(=O)c2cccs2)CC1	2	-1	-3	/	-1	-1.7	-7	-1.9	10
Cc1ccc(CN2CCSc3ccc(C(=O)NCc4ccccn4)cc32)cc1	2	-7	66*	3.4	10	0.7	-17	-1.2	16
CNc1oc(-c2cccs2)nc1S(=O)(=O)c1ccccc1	-3	7	-1	/	-14	-1.7	-3	-0.1	9
c1ccc(-c2nn3c(Cn4cnc5ccccc54)nnc3s2)cc1	12	-1	-2	-0.3	5	0.8	-13	-2.3	0
COc1ccc(-n2cnc3cc(NCc4cccs4)ccc32)cc1	-15	-2	3	3.8	0	-2.6	11	-2.9	12
CC(CCc1ccco1)NC(=O)Nc1cccc(F)c1 (stereo not given)	3	-6	1	13	0	0.8	3	-1.7	-8
NC1=NC(c2ccc(Br)cc2)n2c(nc3ccccc32)N1 (stereo not given)	-7&7	12&4	-2&-2	11	-6&1	-0.4	-9	-6.8&-3.8	-2&2
CCOc1ccc(NC2=CC(=O)CC(c3ccco3)C2)cc1 (stereo not given)	-1	5	1	/	5	2.6	-3	-0.1	11
O=C(NCCN1CCOCC1)c1cc(-c2ccc(Cl)cc2Cl)on1	1	-14	3	-0.7	8	0.3	1	-0.9	2
Nc1nc(SCC(=O)c2cc(F)ccc2F)n[nH]1	2	1	-1	/	0	1.1	0	0.8	-3
CCC(CC)NC(=O)c1ccccc1Oc1ccccc1	4	8	1	2.6	-11	-1.4	-2	-2.8	2
CCN(CC(=O)Nc1ccc(NC(C)=O)cc1)C(=O)Cc1ccc(S(=O)(=O)N2CCOCC2)s1	1	3	2	2.6	-3	-2.4	-2	-0.3	10

At a glance, six of the compounds above.
SMILES	BoNT F protease	MazEF act	Mtb FBA inh	BioA inh	PrPC TRFRET	Mtb UGM inh	Rv3671c protease	FadD28 FP inh	GDH-TPI inh
NC1=NC(c2ccc(Br)cc2)n2c(nc3ccccc32)N1 (stereo not given)	-7&7	12&4	-2&-2	11	-6&1	-0.4	-9	-6.8&-3.8	-2&2
CCOc1ccc(NC2=CC(=O)CC(c3ccco3)C2)cc1 (stereo not given)	-1	5	1	/	5	2.6	-3	-0.1	11
O=C(NCCN1CCOCC1)c1cc(-c2ccc(Cl)cc2Cl)on1	1	-14	3	-0.7	8	0.3	1	-0.9	2
Nc1nc(SCC(=O)c2cc(F)ccc2F)n[nH]1	2	1	-1	/	0	1.1	0	0.8	-3
CCC(CC)NC(=O)c1ccccc1Oc1ccccc1	4	8	1	2.6	-11	-1.4	-2	-2.8	2
CCN(CC(=O)Nc1ccc(NC(C)=O)cc1)C(=O)Cc1ccc(S(=O)(=O)N2CCOCC2)s1	1	3	2	2.6	-3	-2.4	-2	-0.3	10

Further compounds follow.
SMILES	BoNT F protease	MazEF act	Mtb FBA inh	BioA inh	PrPC TRFRET	Mtb UGM inh	Rv3671c protease	FadD28 FP inh	GDH-TPI inh
COc1ccc(-c2noc(CSc3nnc(Cc4ccccc4)n3-c3cccc(C)c3)n2)cc1OC	-11	-8	-1	0.0	5	1.9	-15	-3.0	0
CCOC(=O)c1c(C)n(C)c2ccc(OC)c(NC(=O)CN3CCC(C(=O)OCC)CC3)c12	?	9	3	/	-2	0.9	5	-3.8	-10
CCn1c(CNC(=O)c2ccccc2)nc2ccccc21	3	3	-1	-0.2	7	2.1	-14	-1.5	-2
Cc1cc(NC(=O)CSc2nc3ccccc3n2CC(=O)N2CCCCC2)no1	11	5	7	0.1	3	/	0	-1.5	0
CCC(C)NC(=O)NC(=O)N(C1CCCCC1)S(C)(=O)=O (stereo not given)	-2	4	3	0.2	2	1.0	5	0.1	11
Cc1ccc(S(=O)(=O)N(CC(=O)N=Nc2c(O)[nH]c3ccccc23)c2ccc(C)c(C)c2)cc1	3	-3	2	-2.7	10	-1.0	-59	-1.6	13
CC(c1ccco1)N(C(=O)c1ccccc1NS(=O)(=O)c1ccc(Cl)cc1)c1ccccn1 (stereo not given)	0	6	7	0.8	13	0.4	0	0.3	3
